# Source: PubChem BioAssay
# Mcl1-Noxa inh: Mcl-1/Noxa binding inhibitors, primary screen, biochemical, TR-FRET, 1536-well; AID 1022, 2008; Induced myeloid leukemia cell differentiation protein Mcl-1 (Homo sapiens), Q07820; TR-FRET Mcl-1/Noxa peptide binding, 2 h; hit rate 1.5% among 220,000; inhibition, % at 21.7 µM;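 active = compounds that cut the protein-peptide binding signal by more than 50% relative to plate controls in a single-dose test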;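 also: His-tagged Mcl-1 with rhodamine Noxa BH3 peptide and terbium anti-His antibody; 0% = Mcl-1 plus Noxa peptide wells and 100% = peptide-only wells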
# Bim-Bcl-B: inhibitors of Bim-Bcl-B binding, primary screen, biochemical, multiplexed, human Bcl-2 family; Bcl-2-like protein 10 (Homo sapiens), Q9HD36; bead-based flow cytometry, Bim peptide-Bcl-B binding; inhibition, % at 10 µM; hit rate 0.073% among 190,000; AID 951, 2007;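 also: 0% = tracer peptide without compound and 100% = reference inhibitor peptide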
# Target sequence (Q9HD36 whole entry, looked up): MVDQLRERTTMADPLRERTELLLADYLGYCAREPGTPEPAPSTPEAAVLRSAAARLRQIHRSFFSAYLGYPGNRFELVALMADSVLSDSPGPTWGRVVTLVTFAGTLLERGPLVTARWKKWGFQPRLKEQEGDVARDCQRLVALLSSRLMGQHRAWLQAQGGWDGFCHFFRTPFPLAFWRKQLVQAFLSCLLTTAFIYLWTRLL
# Bfl-1 Bim block: inhibitors of Bim binding to Bfl-1, primary screen, biochemical, multiplexed, bead-based flow cytometry | Bcl-2-related protein A1 (Homo sapiens), Q16548 | inhibition, % at 10 µM | AID 1008, 2008 | Bim-Bfl-1 binding inhibition | hit rate 0.12% among 190,000;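 also: 0% = wells without compound plus tracer and 100% = blocker peptide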
# RGS7-Gao reg: RGS7-Galphao binding modulators, primary screen, biochemical, multiplexed bead flow cytometry; Guanine nucleotide-binding protein G(o) subunit alpha (Homo sapiens), P09471; actives lie on both sides; binding response (% of control), % at 10 µM; hit rate 0.35% among 220,000; AID 1439, 2008; in the data active = binding response below about 49% or above about 150%; inconclusive = no clear call, values can overlap the other calls; inactive = in between;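 also: fluorescent Galphao held in activated GDP-AlF4 state binding bead-coupled RGS7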
# Target sequence (P09471 whole entry, looked up): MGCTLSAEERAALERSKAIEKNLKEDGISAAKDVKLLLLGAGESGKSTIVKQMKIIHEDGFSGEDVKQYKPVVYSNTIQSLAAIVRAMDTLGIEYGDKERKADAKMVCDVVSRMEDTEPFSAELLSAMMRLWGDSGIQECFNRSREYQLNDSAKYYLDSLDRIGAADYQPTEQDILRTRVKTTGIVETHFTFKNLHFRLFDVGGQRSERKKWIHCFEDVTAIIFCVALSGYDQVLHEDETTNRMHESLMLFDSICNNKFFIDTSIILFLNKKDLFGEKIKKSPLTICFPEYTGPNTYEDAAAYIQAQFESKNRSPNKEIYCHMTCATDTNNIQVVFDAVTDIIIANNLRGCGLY
# Mcl1-Bid inh: Mcl-1/Bid binding inhibitors, primary screen, biochemical, TR-FRET, 1536-well | Induced myeloid leukemia cell differentiation protein Mcl-1 (Homo sapiens), Q07820 | AID 1021, 2008 | TR-FRET Mcl-1/Bid-Dy647 peptide binding | hit rate 0.97% among 220,000 | inhibition, % at 21.7 µM;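 active = compounds that cut the binding signal by more than half at the single screening dose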;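 also: His-tagged Mcl-1 with europium anti-His antibody binding Bid BH3 peptide; 0% = Mcl-1 plus peptide wells and 100% = peptide-only wells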
# RGS4-Gao reg: modulators of RGS4 binding to Galphao, primary screen, biochemical, multiplexed bead flow cytometry; Guanine nucleotide-binding protein G(o) subunit alpha (Homo sapiens), P09471; actives lie on both sides; hit rate 0.33% among 220,000; binding response (% of control), % at 10 µM; AID 1415, 2008; in the data active = binding response below about 49% or above about 150%; inactive = in between;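 also: fluorescent Galphao activated with aluminum fluoride binding bead-coupled RGS4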
# Bcl-2 Bim block: inhibitors of Bim-Bcl-2 binding, primary screen, biochemical, multiplexed, human Bcl-2 family; Bead-based flow cytometry, Bim peptide-Bcl-2 binding; Apoptosis regulator Bcl-2 (Homo sapiens), P10415; hit rate 0.06% among 190,000; AID 950, 2007; inhibition, % at 10 µM; in the data active = inhibition above about 40%; inconclusive = no clear call, values can overlap the other calls;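 also: 0% = no compound wells with probe peptide and 100% = reference peptide inhibitor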
# Target sequence (P10415 whole entry, looked up): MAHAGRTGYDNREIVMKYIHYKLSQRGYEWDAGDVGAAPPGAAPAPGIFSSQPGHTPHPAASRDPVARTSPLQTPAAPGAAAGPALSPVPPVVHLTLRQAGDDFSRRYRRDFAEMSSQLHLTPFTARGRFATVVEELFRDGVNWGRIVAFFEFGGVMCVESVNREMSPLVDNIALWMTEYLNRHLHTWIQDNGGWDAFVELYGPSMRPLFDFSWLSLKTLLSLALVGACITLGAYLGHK
# Bim-Bcl-XL: inhibitors of Bim-Bcl-XL binding, primary screen, biochemical, multiplexed, bead flow cytometry, human Bcl-XL; Bcl-2-like protein 1 (Homo sapiens), Q07817; Bim peptide-Bcl-XL binding, fluorescence; inhibition, % at 10 µM; hit rate 0.04% among 190,000; AID 1007, 2008
# Bim-Bcl-W: inhibitors of Bim binding to Bcl-W, primary screen, biochemical, multiplexed, bead-based flow cytometry; Bcl-2-like protein 2 (Homo sapiens), Q92843; hit rate 0.02% among 190,000; inhibition, % at 10 µM; Bim peptide-Bcl-W binding; AID 952, 2007;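 also: 0% = bound tracer without compound and 100% = peptide blocker; higher means less fluorescent Bim peptide bound to Bcl-W beads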
# Target sequence (Q92843 whole entry, looked up): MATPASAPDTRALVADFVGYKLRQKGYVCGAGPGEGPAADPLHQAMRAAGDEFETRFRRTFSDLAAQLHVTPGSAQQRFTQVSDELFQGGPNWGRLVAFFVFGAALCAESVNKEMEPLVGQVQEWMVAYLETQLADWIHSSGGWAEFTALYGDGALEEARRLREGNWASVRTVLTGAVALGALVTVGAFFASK
# Mcl-1 Bim block: inhibitors of Bim peptide binding to Mcl-1, primary screen, biochemical, bead-based flow cytometry, multiplex; Induced myeloid leukemia cell differentiation protein Mcl-1 (Homo sapiens), Q07820; Bim peptide-Mcl-1 binding; inhibition, % at 10 µM; hit rate 0.1% among 190,000; AID 1009, 2008;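 also: 0% = no compound tracer wells and 100% = peptide blocker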
# RGS8-Gao reg: RGS8-Galphao binding modulators, primary screen, biochemical, multiplexed bead flow cytometry; Guanine nucleotide-binding protein G(o) subunit alpha (Homo sapiens), P09471; actives lie on both sides; response (percent of control binding), % at 10 µM; hit rate 0.34% among 220,000; in the data active = response below about 60% or above about 140%; inactive = in between;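 also: Galphao activated as the GDP aluminium fluoride complex binding bead-coupled RGS8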
# Numbers without * were called inactive; ? = inconclusive; . = not tested or not shown. Rule as the data show it, unless noted: active = inhibition above about 40%.
SMILES,Mcl1-Noxa inh,Bim-Bcl-B,Bfl-1 Bim block,RGS7-Gao reg,Mcl1-Bid inh,RGS4-Gao reg,Bcl-2 Bim block,Bim-Bcl-XL,Bim-Bcl-W,Mcl-1 Bim block,RGS8-Gao reg
Cc1cccc(C)c1NC(=O)CS(=O)CC(=O)Nc1ccc(F)cc1F (configuration not stated),18,-4,-2,98,-8,97,-4,-1,-4,-5,101
O=C(Nc1ccc(N2CCOCC2)cc1)C1CCN(S(=O)(=O)Cc2ccccc2)CC1,5,-5,-5,103,-12,103,-4,0,4,2,100
CCC1(C(=O)c2ccc(Cl)cc2)C2c3ccccc3OC(=O)C21C(=O)Nc1ccccc1 (configuration not stated),3,-7,-10,99,-13,99,-6,-2,-2,0,102
CCn1c(CSc2ncccn2)nnc1SCC(=O)N1CCc2ccccc21,30,-2,0,101,-5,98,-3,-6,-5,-4,100
CN(C)c1cc[nH]c(=O)c1C#N,6,3,1,98,7,96,-2,-1,0,0,87
O=C(N/C(=C\c1ccccc1Cl)C(=O)N1CCOCC1)c1ccc([N+](=O)[O-])cc1,3,1,3,97,-16,101,-1,0,-4,-2,99
Cc1ccc(SCC(=O)Nc2cc(C)on2)cc1,11,-7,-9,99,-9,100,-7,1,2,1,99
COc1ccccc1NC(=O)Cn1nnc(-c2ccccc2NC(=O)c2cc3ccccc3oc2=O)n1,-14,-1,0,99,-23,105,0,-2,-1,-2,110
Cc1ccc(CSCCNC(=O)c2ccc(N(C)S(=O)(=O)c3ccccc3)cc2)cc1,12,-12,-14,102,15,99,-13,-10,-1,-1,100
CC(C)N(C(=O)c1ccc(C(=O)Nc2ccc([N+](=O)[O-])cc2)cc1)C(C)C,-4,-4,-2,104,-22,99,-2,-2,-3,-2,103
O=C1c2ccccc2OCOc2ccccc21,-12,-7,-15,102,8,109,-11,-6,1,0,105
c1ccc(CCNc2nc(-c3ccccn3)cs2)cc1,-20,-2,-6,104,-53,98,0,-2,0,-2,103
CCN1CCC2(CC1)N=C(c1ccc(F)cc1)C(=S)N2C(=O)c1ccc(C)cc1,11,-16,-2,103,-27,100,-8,-10,-7,-7,99
S=c1[nH]nc(C2CCCCC2)n1/N=C/C(Cl)=C\c1ccccc1,16,-31,-12,102,-40,96,-5,-10,-9,-10,98
COc1ccccc1NC(=O)Nc1nn(C)c2cccc(N(C)C)c12,34,.,.,?,-87,96,.,.,.,.,97
COc1cc(NC(=O)CSc2nnc(C)s2)cc(OC)c1OC,-14,-2,-3,102,-11,103,0,-1,-4,-4,101
Cc1nn(C)cc1NC(=O)Cn1nc(C(F)(F)F)cc1C1CC1,3,-1,0,101,-37,101,2,-3,-3,-1,103
NC(=O)c1ccccc1NC(=O)c1ccccc1S(=O)(=O)c1ccccc1[N+](=O)[O-],-5,-3,0,110,24,104,1,-1,-2,-2,110
CCOc1ccc(NC(=O)COC(=O)C2(C)CC2(Cl)Cl)c([N+](=O)[O-])c1 (configuration not stated),8,1,0,101,-15,104,1,0,0,3,100
COC(=O)[C@@]1(Cc2ccc(F)cc2)[C@H]2c3cc(C(=O)N(C)C)n(Cc4ccc(OC(F)(F)F)cc4)c3C[C@H]2CN1C(=O)c1ccccc1,-4,0,2,95,-1,89,5,-1,-1,-1,79
Cc1nnc(NC(=O)CSc2nnc(-c3ccco3)o2)s1,-1,-3,-6,105,-27,101,-1,-1,1,-1,105
CCCn1nc(C(=O)OCC(=O)Nc2cccc(OC)c2)c2ccccc2c1=O,6,-1,-5,94,3,99,-4,-3,-1,0,100
Cc1nn(C)cc1/C=N/NC(=O)c1ccco1,12,.,.,?,-3,97,.,.,.,.,100
O=C(O)C1(c2cccc(Cl)c2)CCC1,15,0,-3,97,2,99,0,3,2,0,102
CCc1nnc(NC(=O)CSc2nnc(-c3ccc(O)cc3)n2C)s1,0,0,-4,104,-7,104,-6,-3,-3,0,106

# The last three entries of the part above are carried over, then new ones follow.
SMILES,Mcl1-Noxa inh,Bim-Bcl-B,Bfl-1 Bim block,RGS7-Gao reg,Mcl1-Bid inh,RGS4-Gao reg,Bcl-2 Bim block,Bim-Bcl-XL,Bim-Bcl-W,Mcl-1 Bim block,RGS8-Gao reg
Cc1nn(C)cc1/C=N/NC(=O)c1ccco1,12,.,.,?,-3,97,.,.,.,.,100
O=C(O)C1(c2cccc(Cl)c2)CCC1,15,0,-3,97,2,99,0,3,2,0,102
CCc1nnc(NC(=O)CSc2nnc(-c3ccc(O)cc3)n2C)s1,0,0,-4,104,-7,104,-6,-3,-3,0,106
Cc1nn(-c2ccccc2)c(C)c1/C=N/NC(=O)c1cc(C(C)(C)C)[nH]n1,9,-1,-3,100,-18,99,-2,-4,-7,-4,98
CCOC(=O)N1CCN(C(=O)CCCN2C(=O)CSc3nc(C)cc(C)c32)CC1,-18,0,0,88,-3,93,-3,2,1,4,87
COc1cc(CN2CCNC(=O)C2CC(=O)NCCC2=CCCCC2)cc(OC)c1 (configuration not stated),-5,-3,-3,96,-54,96,-1,-3,0,2,110
COc1cc2c(cc1OC)C(C(=O)Nc1ccc3c(c1)OCCO3)C1c3ccccc3CCN1C2=O (configuration not stated),6,-5,-10,113,5,99,-5,-5,-1,0,98
CC(=O)Nc1ccc(Nc2nnc(-c3ccc(C)c(S(=O)(=O)NCC4CCCO4)c3)c3ccccc23)cc1 (configuration not stated),8,.,.,?,-33,103,.,.,.,.,103
Cc1nc(N2CCN(c3ccccc3)CC2)[nH]c(=O)c1CCC(C)C,3,-13,-3,?,-9,100,-3,-8,-6,-6,101
O=C(CCN1C(=O)c2cccc([N+](=O)[O-])c2C1=O)Nc1nccs1,-4,-7,-4,98,-5,103,-5,-2,-1,-3,100
COc1ccccc1-c1cc2nc(C)c(CCC(=O)NC(C)CCc3ccco3)c(C)n2n1 (configuration not stated),-9,-8,-11,101,-26,105,-10,-5,0,-1,100
CCOC(=O)c1sc2nc(N3CCOCC3)c3c(c2c1N)CC(C)(C)N(C)C3,0,-2,-1,99,-15,100,-4,0,-3,-1,100
COc1cc(/C=C2\C(=O)N(CCC#N)N=C2C)c(Br)cc1OC(C)C,-8,-5,5,90,-22,79,19,-8,-5,-15,97
Cc1ccc(C)c(OCCSc2nnc(C)c(=O)[nH]2)c1,22,-4,-6,99,-7,98,-8,-4,-1,-2,100
CC(Oc1ccc([N+](=O)[O-])cc1Cl)C(=O)Nc1ccc(C(N)=O)cc1 (configuration not stated),8,0,-5,?,2,102,-5,0,0,0,102
CCOC(=O)c1ccc[n+](CC(=O)Nc2ccccc2OC(F)F)c1,-5,-2,-6,?,-17,102,-1,0,2,2,102
CN(C)/C(=N\O)c1c(Cl)cccc1Cl,0,.,.,?,1,97,.,.,.,.,101
O=C(O)CCNC(=O)CCCn1nnc2ccccc2c1=O,-25,.,.,?,-17,106,.,.,.,.,102
CN(C)C(=O)C1C2NC(=S)N(c3ccc(Cl)cc3)C1(C)Oc1ccc(Cl)cc12 (configuration not stated),1,-6,-9,92,-66,91,-3,-1,-3,0,96
CC12/C(=N/O)C3C4CC5C3/C(=N/O)C1C5C42 (configuration not stated),-1,0,0,100,6,102,-1,-1,-1,-1,101
Cc1cc(=O)oc2cc(NC(=O)CC3(CC(=O)O)CCCC3)ccc12,11,.,.,?,9,98,.,.,.,.,100
O=c1[nH]c(=S)[nH]c2c1C(c1cc([N+](=O)[O-])c(N3CCOCC3)cc1N1CCOCC1)O2 (configuration not stated),14,-2,-3,?,-74,104,-1,0,0,0,101
Cc1nnsc1C(=O)N1CCN(c2cc(C(F)(F)F)ccn2)CC1,-5,.,.,?,-6,108,.,.,.,.,101
COc1cc(C(=O)N2CCC(NC(=O)C(Cc3ccccc3C)NC(C)=O)CC2)cc(OC)c1OC (configuration not stated),-3,5,2,108,-19,109,5,4,0,1,104
Cc1ccccc1NC(=O)/C=C1\SC(=O)NC1=O,7,-5,-3,101,5,102,-5,-2,0,-4,100
Cc1cc(C)cc(NC(=O)COc2ccc(C(=S)N3CCOCC3)cc2)c1,-3,-9,-6,86,-21,89,-3,-6,-3,-2,91
O=c1c2ccccc2c(C=NCc2ccccn2)c(O)n1-c1ccccc1,-6,-4,-7,94,-38,98,0,-5,0,-1,97
O=C(O)c1ccc(OCC(O)Cn2c3ccccc3c3ccccc32)cc1 (configuration not stated),0,.,.,?,28,102,.,.,.,.,100

# Gathered by group: those above containing a cyano group
SMILES,Mcl1-Noxa inh,Bim-Bcl-B,Bfl-1 Bim block,RGS7-Gao reg,Mcl1-Bid inh,RGS4-Gao reg,Bcl-2 Bim block,Bim-Bcl-XL,Bim-Bcl-W,Mcl-1 Bim block,RGS8-Gao reg
CN(C)c1cc[nH]c(=O)c1C#N,6,3,1,98,7,96,-2,-1,0,0,87
COc1cc(/C=C2\C(=O)N(CCC#N)N=C2C)c(Br)cc1OC(C)C,-8,-5,5,90,-22,79,19,-8,-5,-15,97

# More structures follow.
SMILES,Mcl1-Noxa inh,Bim-Bcl-B,Bfl-1 Bim block,RGS7-Gao reg,Mcl1-Bid inh,RGS4-Gao reg,Bcl-2 Bim block,Bim-Bcl-XL,Bim-Bcl-W,Mcl-1 Bim block,RGS8-Gao reg
CCOC(=O)[C@@H]1C(c2c(OC)cc(OC)cc2OC)=NO[C@@H]1C(=O)OCC,0,-4,0,100,-7,98,0,-3,-3,-2,85
COc1cccc(CNS(=O)(=O)/C=C/c2ccc3c(c2)OCO3)c1,22,0,-1,94,5,95,0,-3,-1,0,95
N#CC(C(=O)NC1CCCCC1)=C1CCCCC1,-1,0,0,106,-9,102,0,-2,-1,-1,104
COc1cccc(CNC(=O)CN2C(=O)CSc3ccc(S(=O)(=O)N4CCCC4)cc32)c1,10,0,-5,105,-2,104,-8,-5,0,0,103
Cc1ccc(CN2C(=O)CCC2C(=O)NCCCN2CCOCC2)cc1 (configuration not stated),-3,-3,-3,104,-17,109,0,-6,0,-1,130
CCOc1ccc(NC(=O)CCCn2c(=S)[nH]c3ccsc3c2=O)cc1,6,-55,0,102,-80,102,-5,-10,-7,-7,103
